# PREPL inhibitor: inhibits the human prolyl oligopeptidase-like enzyme | recombinant PREPL, fluorescence polarization activity-based probe | inhibition, % at 5.96 µM | 320,000 compounds, 0.68% hits; in the data active = inhibition above about 43%;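 also: 0% = enzyme with DMSO and 100% = wells lacking enzyme; many of its hits are not listed in these tables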
# PAFAH2 inh: inhibitors of human PAFAH2; recombinant PAFAH2, FP-rhodamine activity probe, fluorescence polarization; inhibition, % at 3.39 µM; 340,000 compounds, 0.99% hits; AID 492956;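 active = inhibition above the mean over all tested compounds plus 3 SD, cut at about 30% in these data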;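 also: inhibitors block probe labeling of enzyme so polarization drops; 0% = enzyme with DMSO and 100% = wells lacking PAFAH2 protein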
# PAFAH1B3 FP inh: blocks human PAF acetylhydrolase 1B catalytic subunit 3 | Q15102 | recombinant PAFAH1B3, FP-rhodamine probe, fluorescence polarization | inhibition, % at 3.39 µM | 340,000 compounds, 0.28% hits | AID 492972;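 active = inhibition above the screen-wide average of all tested compounds plus 3 SD, cut at about 25% in these data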;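 also: 0% = enzyme with DMSO only and 100% = wells lacking PAFAH1B3 protein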
# EBNA-1 inh: blocks EBNA-1 binding to DNA; 300,000 compounds, 0.34% hits; inhibition, % at 14.8 µM; EBNA-1 DNA binding, fluorescence polarization; AID 1950; in the data active = inhibition above about 28%
# pPAFAH inh: inhibitors of human plasma PAF acetylhydrolase (pPAFAH). Q13093. recombinant pPAFAH, FP-rhodamine probe fluorescence polarization. inhibition, % at 3.39 µM. 330,000 compounds, 1.5% hits. AID 463082;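 active = inhibition above the mean inhibition across the screen plus 3 SD, cut at about 25% in these data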;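 also: inhibitors block binding of the rhodamine activity-based probe so polarization drops; 0% = enzyme with DMSO and 100% = wells lacking pPAFAH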
# Target sequence (Q13093 whole entry, looked up): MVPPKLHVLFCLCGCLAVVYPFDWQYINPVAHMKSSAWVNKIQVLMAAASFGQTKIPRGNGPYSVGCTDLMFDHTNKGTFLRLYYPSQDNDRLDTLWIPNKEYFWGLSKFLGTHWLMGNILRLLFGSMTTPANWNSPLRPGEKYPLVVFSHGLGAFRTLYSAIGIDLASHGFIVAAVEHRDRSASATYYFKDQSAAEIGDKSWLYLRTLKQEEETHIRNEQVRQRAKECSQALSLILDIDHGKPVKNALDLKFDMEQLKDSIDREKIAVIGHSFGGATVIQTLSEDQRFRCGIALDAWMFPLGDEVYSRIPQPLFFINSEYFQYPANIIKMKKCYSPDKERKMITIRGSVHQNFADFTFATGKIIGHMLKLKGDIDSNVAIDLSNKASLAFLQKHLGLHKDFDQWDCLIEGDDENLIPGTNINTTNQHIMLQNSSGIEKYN
# LYPLA2 counter: blocks human lysophospholipase 2, a PME1 counter-screen | O95372 | recombinant LYPLA2, FP-Rh probe fluorescence polarization | inhibition, % at 5.9 µM | 320,000 compounds, 0.38% hits;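 active = inhibition above the screen-wide mean plus 3 SD, limit set per campaign, cut at about 26% in these data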;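 also: 0% = LYPLA2 with DMSO and 100% = wells lacking LYPLA2 enzyme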
# LYPLA1 counter: LYPLA1 (human) inhibition in PME1 counter-screen. O75608. recombinant LYPLA1, FP-Rh probe fluorescence polarization. inhibition, % at 5.9 µM. 320,000 compounds, 0.16% hits. AID 2174;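 active = inhibition above the mean of all tested compounds plus 3 SD, set per campaign, cut at about 14% in these data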;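 also: inhibitors block serine hydrolase probe labeling of LYPLA1 so polarization falls; 0% = enzyme with DMSO and 100% = wells lacking LYPLA1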
# Target sequence (O75608 whole entry, looked up): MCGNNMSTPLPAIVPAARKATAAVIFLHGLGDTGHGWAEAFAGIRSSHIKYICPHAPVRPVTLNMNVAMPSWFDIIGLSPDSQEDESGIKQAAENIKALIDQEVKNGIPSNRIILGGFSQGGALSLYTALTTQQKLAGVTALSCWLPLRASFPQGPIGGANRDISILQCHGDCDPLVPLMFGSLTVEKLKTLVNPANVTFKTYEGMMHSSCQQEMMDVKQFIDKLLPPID
# PAFAH1B2 FP inh: inhibitors of human PAFAH1B2 | 340,000 compounds, 1.2% hits | P68402 | recombinant PAFAH1B2, FP-rhodamine activity probe, fluorescence polarization | inhibition, % at 3.39 µM;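 active = inhibition above the mean of all tested compounds plus 3 SD, cut at about 24% in these data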;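 also: 0% = enzyme with DMSO and 100% = wells lacking PAFAH1B2; many of its hits are not listed in these tables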
# Target sequence (P68402 whole entry, looked up): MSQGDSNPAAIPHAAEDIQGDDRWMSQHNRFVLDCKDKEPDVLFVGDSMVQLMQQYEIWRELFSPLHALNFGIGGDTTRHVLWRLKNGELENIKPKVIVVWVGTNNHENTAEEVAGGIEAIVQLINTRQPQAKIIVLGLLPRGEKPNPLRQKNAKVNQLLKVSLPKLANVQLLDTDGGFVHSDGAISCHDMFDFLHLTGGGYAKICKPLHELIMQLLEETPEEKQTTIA
# ZTA counter: ZTA (EBV) inhibition in EBNA-1 counter-screen | P03206 | ZTA-DNA binding, fluorescence polarization | inhibition, % at 11 µM | 320,000 compounds, 0.15% hits; in the data active = inhibition above about 33%
# Starred values were filed as active, the others as inactive; . = not tested or not shown. A portion of the library, so the mix of outcomes need not match the whole.
SMILES,PREPL inhibitor,PAFAH2 inh,PAFAH1B3 FP inh,EBNA-1 inh,pPAFAH inh,LYPLA2 counter,LYPLA1 counter,PAFAH1B2 FP inh,ZTA counter
Cc1noc(C)c1S(=O)(=O)N1CCCC(C(=O)NCC2CCCO2)C1 (stereo not given),6,0,-6,3,2,9,2,-1,4
C[C@@H]1NC(=O)c2cc([N+](=O)[O-])cc(I)c2OCC[C@@H](C(N)=O)NC(=O)[C@H](CCCCN)NC1=O,4,-4,6,5,7,-4,0,1,-18
Cc1nn(-c2ccccc2)c(Cl)c1C(=O)NNC(=O)c1ccncc1,21,-1,9,.,4,11,5,4,-27
CC(C)(C)c1ccc(C(=O)CSc2nc3ccccc3c(=O)[nH]2)cc1,12,4,-1,-8,0,-6,-5,6,5
CCCCCN(C(=O)CCC(=O)OCC(=O)c1ccc(CCC)cc1)c1c(N)n(CCCC)c(=O)[nH]c1=O,1,2,-1,4,4,6,0,-4,-7
CC(C)(C)CC(C)(C)NC(=S)NC1CCN(Cc2ccccc2)CC1,-9,1,3,16,3,-2,-2,1,-5
CCc1nn(CC(=O)NCCc2ccc(OC)cc2OC)c(=O)c2cc3occc3n12,4,13,15,3,3,-8,-2,7,8
CCN(c1ccccc1)S(=O)(=O)c1ccc2ccccc2c1,-1,3,13,-8,5,-8,-7,10,-4
Cc1ccc(C)c(N(CC(=O)NCc2ccco2)C(=O)CNS(=O)(=O)c2ccc(F)cc2)c1,13,9,6,4,7,6,6,-1,-16
Cn1cnnc1SCC(=O)c1ccc2c(c1)NC(=O)CO2,2,-1,6,.,0,-5,-5,5,2
CCOC(=O)CSc1nc(C)cc(=O)[nH]1,-12,-4,1,-10,0,1,1,3,-6
Cc1c(F)cccc1NS(=O)(=O)c1ccccc1C#N,0,4,3,-5,5,-1,-4,6,-4
COc1ccc(C(=O)NC(=S)Nc2ccccc2N2CCOCC2)cc1[N+](=O)[O-],35,-1,0,5,5,12,0,2,-13
COc1ccc(CNC(=O)/C(C#N)=C/c2cccc(OC)c2OC)cc1,-1,-2,6,6,-2,0,3,-2,2
O=C(CSc1nnc(-c2ccccc2)o1)NC(=O)Cc1ccccc1,-10,5,5,.,6,.,.,2,.
CCOC(=O)C(C(=O)OCC)N(C#N)c1nc(C)cc(C)n1,7,8,-3,2,4,6,1,1,1
C=C(C)CN(CC)C(=O)CC1C(=O)NCCN1Cc1c(F)cccc1Cl (stereo not given),7,-3,13,9,2,2,-2,7,-16
CC(Cc1n[nH]c(=S)n1N)c1ccccc1 (stereo not given),16,-1,2,-1,-2,1,-4,7,-2
COc1cc(/C=N/OCC(=O)NC2CCCCC2)ccc1OCc1ccccc1,17,1,3,14,2,2,-4,-1,4
COc1cccc(CC(=O)N2CCC(CCC(=O)Nc3cccc(OC)c3)CC2)c1,11,0,-1,1,6,3,2,3,5
O=C1CCNc2c(Cl)cccc21,-4,-3,3,-3,3,2,1,4,-13
CN(CC(=O)NCCc1ccc(S(N)(=O)=O)cc1)c1ccccc1,2,2,3,-5,4,0,-3,2,-5
CC(C/C=N/NC(=O)COc1cc(Cl)ccc1Cl)c1ccccc1 (stereo not given),-24,-1,8,-7,-1,0,-5,8,4
COC(=O)c1sc(NC(=O)c2cc3c(s2)CCCC3)nc1C,-7,-9,-1,22,-6,-8,-3,1,10
COc1ccc(S(=O)(=O)N2c3ccccc3OCC2C(C)(C)C)cc1 (stereo not given),6,0,9,-14,2,-3,-2,0,5

# 3 records picked at random from the list so far, as already listed:
SMILES,PREPL inhibitor,PAFAH2 inh,PAFAH1B3 FP inh,EBNA-1 inh,pPAFAH inh,LYPLA2 counter,LYPLA1 counter,PAFAH1B2 FP inh,ZTA counter
COc1cccc(CC(=O)N2CCC(CCC(=O)Nc3cccc(OC)c3)CC2)c1,11,0,-1,1,6,3,2,3,5
CC(Cc1n[nH]c(=S)n1N)c1ccccc1 (stereo not given),16,-1,2,-1,-2,1,-4,7,-2
CC(C/C=N/NC(=O)COc1cc(Cl)ccc1Cl)c1ccccc1 (stereo not given),-24,-1,8,-7,-1,0,-5,8,4

# Next entries.
SMILES,PREPL inhibitor,PAFAH2 inh,PAFAH1B3 FP inh,EBNA-1 inh,pPAFAH inh,LYPLA2 counter,LYPLA1 counter,PAFAH1B2 FP inh,ZTA counter
CCN(CC(=O)Nc1ccccc1OC)C(=O)C1CC2C=CC1C2 (stereo not given),-7,9,4,2,-6,2,0,0,-7
CC(C)CCNCC1OCc2ccccc2CO1,23,0,-2,7,1,9,1,1,9
COc1cccc(CNC(=O)CCCn2nc(C)c3c(C)n(-c4ccc(C)cc4)nc3c2=O)c1OC,18,-1,5,0,-3,-7,-2,3,-10
COc1ccc(CC(=O)OCC(=O)Nc2cccc(Cl)c2)cc1,-3,21,-3,4,22,9,0,3,2
Cn1c(=O)[nH]c(=O)c2c1nc(NCCCO)n2Cc1ccc(F)cc1,20,-2,10,-13,0,-2,-1,5,-8
COc1cccc(C(=O)COC(=O)C(C)N2C(=O)C3C4C=CC(C4)C3C2=O)c1 (stereo not given),-8,-3,-2,2,0,-1,-2,1,16
NC(=O)c1ccc(CN2CCc3ccccc3C2)cc1,18,2,9,11,5,6,-2,1,-3
CCn1cc(CN2CCC(n3nccc3NC(=O)Cc3ccccc3)CC2)cn1,6,-7,-2,4,2,0,-4,-4,15
COC(=O)c1c(C)[nH]c(C)c1C(C)=O,0,3,5,-9,-4,12,5,8,6
CCCCNC(=O)c1cc(-c2ccc3c(c2)OCO3)on1,-3,0,7,9,3,-3,0,1,6
O=C(CCS(=O)(=O)c1ccccc1)Nc1nncs1,18,-4,-1,0,0,5,-2,0,3
CC(=O)COC(=O)c1cccc(N2C(=O)C3C4C=CC(C4)C3C2=O)c1 (stereo not given),-2,0,0,0,2,-5,3,5,5
O=C(Nc1ccnn1C1CCN(Cc2c(F)cccc2Cl)CC1)C1CCCC1,7,-1,6,2,4,-1,1,3,-12
O=C(C1CCN(S(=O)(=O)c2ccc(Cl)cc2)CC1)N1CCC1,-1,1,7,-4,6,5,2,7,-4
O=c1oc(CCO)cc2ccc(-c3ccc4[nH]ccc4c3)cc12,1,8,3,.,2,1,-2,-4,7
CCOC(=O)C(CCCCCCP(=O)(c1ccccc1)c1ccccc1)NC(C)=O (stereo not given),7,-1,0,-3,3,-2,3,0,0
O=C(Nc1cccc(-c2cn3cccnc3n2)c1)Nc1ccccc1F,-4,-8,4,-13,-1,-4,-6,-3,6
Cc1ccc(CN2CC(C(=O)O)CC2=O)cc1 (stereo not given),-3,-6,3,0,-1,-3,2,3,-16
CC(C)Cn1nc(C(=O)Nc2cccc(S(=O)(=O)N3CCCC3)c2)c2ccccc2c1=O,-4,0,-2,.,2,-19,-14,1,2
CC(C)=CC(=O)Nc1ccc(Br)cc1,-5,-8,-6,0,-1,-1,-2,0,2
CCOc1ccccc1N/C(=N/c1nc(C)cc(C)n1)NC(=O)Nc1ccc(Cl)c(Cl)c1,-2,.,.,1,4,-3,-4,.,8
CC(C)(C)c1ccc(NC(=O)CSc2n[nH]c(=O)n2C2CC2)cc1,17,2,-2,.,10,.,.,2,.
Cc1ccc(S(=O)(=O)N2CCN(CC(=O)NC(=O)NCc3ccccc3)CC2)cc1C,5,13,1,7,4,9,-1,0,9
CSc1cccc(CN2CCC(CCC(=O)NC3CC3)CC2)c1,5,3,10,-1,-4,6,0,1,-20
CCN(CC)CCCN1C(=O)C(O)=C(C(=O)c2ccco2)C1c1ccc(OC(C)C)cc1 (stereo not given),15,6,2,-12,-8,-3,-1,2,3
SMILES,PREPL inhibitor,PAFAH2 inh,PAFAH1B3 FP inh,EBNA-1 inh,pPAFAH inh,LYPLA2 counter,LYPLA1 counter,PAFAH1B2 FP inh,ZTA counter
O=C(CSc1ccccn1)N1CCN(C(=O)CSc2ccccn2)CC1,17,3,3,-2,2,7,2,2,-9
Cc1cc(NC(=O)c2cccc(Br)c2)n[nH]1,-1,13,-1,5,-1,-2,-2,3,-3
NS(=O)(=O)c1ccc(CCNS(=O)(=O)Cc2ccc(Cl)cc2)cc1,-3,8,12,2,11,-2,-4,3,4
COC(=O)c1c(SCC(=O)Nc2ccc(C)c(C)c2)nc(=O)[nH]c1C,1,5,-3,-2,2,-4,-3,2,10
Cc1cccc(C(=O)NCCNC(=O)c2cccc(C)c2)c1,-1,-7,5,-1,6,2,1,-3,-1
Cc1cccnc1Nc1nc(-c2ccc(F)cc2)cs1,20,2,19,-7,10,2,-4,1,10
COc1ccc(NC(=O)C2CCCN2S(=O)(=O)c2ccc(C)cc2)cc1 (stereo not given),10,2,10,0,3,0,-1,3,-6
Cc1cc(OC(=O)c2ccc(C(F)(F)F)cc2)c([N+](=O)[O-])c(=O)[nH]1,7,-7,3,3,5,0,-3,3,10
CC(C)(C)C(=O)C(Cl)C(=O)Nc1ccccc1 (stereo not given),2,-2,5,-7,10,17,3,4,-14
CC1(C)CC(=O)c2cnn(-c3nc4ccccc4[nH]3)c2C1,17,8,3,11,1,0,-2,-2,-3
c1ccc(Cc2nnc3sc(-c4ccc5c(c4)OCO5)nn23)cc1,-13,-7,1,-2,-1,-1,1,3,-3
COc1ccc(C2C(C(C)=O)=C(O)C(=O)N2c2cccnc2)cc1OC (stereo not given),15,1,-1,0,4,-1,0,7,8
COc1cccc(C(=O)OCC(=O)c2c(N)n(C)c(=O)n(C)c2=O)c1,2,0,1,.,-4,1,0,5,5
Cc1nn(C)c(C)c1CNC(=O)Nc1ccc(Cl)cc1,13,2,0,-8,2,3,-2,-4,-6
Cc1ccc(Cl)c(NC(=S)N(CCCN2CCOCC2)Cc2ccco2)c1,4,1,0,3,2,-1,0,-2,2
Cn1cnc([N+](=O)[O-])c1Sc1ccc(C(C)(C)C)cc1,5,.,.,4,3,-4,5,.,-14
CN(C)c1nc(N)c([N+](=O)[O-])c(NCc2ccccc2)n1,-5,1,0,-1,2,3,-1,4,-13
COc1ccc(NS(=O)(=O)c2ccc(C(=O)N3CCN(Cc4ccccc4)CC3)cc2)cc1,3,6,5,-19,18,-2,-1,7,-1
Nc1nc(-c2ccccc2)nc(-c2ccccc2O)n1,-10,-8,-3,-21,2,-8,-13,-5,-14
CCSc1cc(N2CCCC2)nc(-c2ccc(Cl)cc2)n1,8,-9,-8,.,-6,-5,-5,-2,-4
CCc1ccc(NC(=O)Nc2ccc3c(c2)N(C)C(=O)CS3)cc1,21,-2,5,9,37*,3,-14,0,10
Cc1[nH]n(-c2ccccc2)c(=O)c1C=Nc1cnc2ccccc2c1,3,2,7,0,0,1,1,1,-9
COC(=O)[C@@H]1[C@@H](C)N(Cc2ccccc2)C(=O)N[C@H]1c1ccccc1,4,8,4,11,-1,0,-1,1,3
O=C(O)c1cc2sccc2s1,1,.,.,-3,1,-6,-2,.,-12
O=C(c1cccc(S(=O)(=O)N2CCOCC2)c1)N1CCN(c2ccc(F)cc2)CC1,21,-5,3,-8,2,4,1,2,3
SMILES,PREPL inhibitor,PAFAH2 inh,PAFAH1B3 FP inh,EBNA-1 inh,pPAFAH inh,LYPLA2 counter,LYPLA1 counter,PAFAH1B2 FP inh,ZTA counter
O=C(O)C1CCN1C1CCCCC1 (stereo not given),12,7,1,-6,7,0,1,5,2
CCCCc1c(C)nc2ccccc2c1SCCC(=O)O,6,-1,5,-10,-4,-8,-2,0,10
CC(=O)c1cccc(N(C(=O)c2csnn2)C(C(=O)NC2CCCC2)c2ccccc2)c1 (stereo not given),7,7,0,-7,3,-2,0,-2,10
COC(=O)c1ccc(CSc2nnnn2C)o1,-9,2,-1,-6,-5,-5,-1,4,-23
O=C(CN1CCOCC1)Nc1ccccc1C(=O)O,20,2,0,7,2,6,0,-4,-1
CC(C)(C)C(=O)OC/C(N)=N/OC(=O)c1ccc(Cl)cc1,-6,85*,3,1,10,1,-3,11,-2
CCCOc1ccc(N2C(=O)C3C(C(C)C)NC4(C(=O)c5ccccc5C4=O)C3C2=O)cc1 (stereo not given),6,-14,6,-1,7,0,-1,0,-5

# Screens as filed in PubChem.
